All columns: NCI-60 one-dose screen, growth in % after 48 h at 10 µM unless noted; 100 = growth as untreated, 0 = no growth, -100 = all killed.
NCI-H460 = NCI-H460 lung cancer; 6.8% of 82,000 active; AID 1794736
IGROV1 = IGROV1 ovarian cancer; 4.7% of 79,000 active
NCI-H322M = NCI-H322M lung cancer. 2.7% of 80,000 active
NCI-H23 = NCI-H23 lung cancer | 4% of 80,000 active | AID 1794731
NCI-H522 = NCI-H522 lung cancer. AID 1794739. 8% of 78,000 active
KM12 = KM12 colon cancer cells; 5% of 82,000 active; AID 1794800
NCI/ADR-RES = NCI/ADR-RES ovarian cells | 4.4% of 81,000 active
COLO 205 = COLO 205 colon cancer; 7.3% of 79,000 active
NCI-H226 = NCI-H226 lung cancer. 3.5% of 79,000 active. AID 1794732
* = called active by the depositor; . = no result given; & = joins results of further samples; [ ] = remark or other dose. The calls were made as follows: active = growth percent below 10; inactive = the rest.

SMILES	NCI-H460	IGROV1	NCI-H322M	NCI-H23	NCI-H522	KM12	NCI/ADR-RES	COLO 205	NCI-H226
CCCCCCCCCCCCCCCCN=C(C)C(=O)O	109.8	85.0	97.0	104.4	.	108.8	102.1	120.5	102.9
O=c1[nH]c2ccc(Br)cc2c2c1C(c1ccc(Cl)cc1)c1c(ncn3nc(-c4ccco4)nc13)O2 (stereo not drawn)	85.1	44.0	75.3	76.1	69.4	94.5	88.2	91.0	65.5
COc1ccc(C(=O)COc2ccc(/C=C3\Oc4ccc(Cl)cc4C3=O)cc2)cc1	111.5	32.9	96.6	67.6	80.5	98.8	88.6	96.0	92.0
COc1cccc(CNCCN2C(=O)c3ccc4c5c(ccc(c35)C2=O)C(=O)N(CCNCc2cccc(OC)c2)C4=O)c1	46.8	75.9	89.9	87.2	86.9	82.4	88.8	53.7	95.8
Cc1ccc(-c2nc3nc(-c4ccc(Br)cc4)nc(N4CCCNCC4)c3o2)cc1	-73.0*	-75.6*	68.9	97.9	72.6	-90.9*	-64.8*	-49.0*	103.4
COc1cc(/C=N\Nc2ccccc2)ccc1OC(=O)c1ccccc1	44.2	60.6	59.8	79.5	20.6	8.7*	51.2	84.8	74.9
CC(C)C(=O)Nc1ccc(Cl)cc1	109.6	111.9	104.8	112.0	103.6	94.7	114.3	110.1	120.5
CCN1CCN(Cc2ccc(C(=O)Nc3cccc(C#Cc4cccc5[nH]nc(N)c45)c3)cc2C(F)(F)F)CC1	-39.2*	-44.7*	-95.2*	-82.6*	-59.9*	-73.2*	-27.0*	-86.6*	-35.2*
CNC(=O)c1nc(Nc2ccc(NC(=O)Nc3ccc(Cl)c(Cl)c3)cc2)c2ccccc2n1	102.5	96.0	113.9	94.5	86.0	96.2	86.9	102.3	95.6
CN(C)CCCn1c2c(c3ccccc31)CCCCC2	101.1	98.0	108.2	98.9	63.2	99.7	98.8	71.7	94.2
CC1CCCCN1/N=N/c1nc2c([nH]1)c(=O)n(C)c(=O)n2C (stereo not drawn)	99.3&110.3	89.1	92.9	98.7&109.2	99.5&103.2	102.1&106.3	105.4&108.9	107.4&110.2	102.3&106.1
C#Cc1cccc(NC(=O)c2cccc(NC(=O)C=C)c2)c1	102.3[8.25 µM]	50.8[8.25 µM]	52.3[8.25 µM]	94.4[8.25 µM]	62.4[8.25 µM]	100.6[8.25 µM]	67.0[8.25 µM]	112.7[8.25 µM]	71.8[8.25 µM]
CNCc1cccc2c1OCCOCCOCCC(C)S(=O)(=O)c1ccc(cc1)-c1cnc(N)c(n1)C(=O)N2 (stereo not drawn)	11.2	28.2	67.0	77.9	34.4	47.5	91.6	33.7	31.6
COc1ccc(/C=N/NC(=O)CSc2nc3ccccc3c(=O)n2Cc2ccc(S(N)(=O)=O)cc2)cc1	101.7	108.4	101.0	105.1	89.8	105.1	110.3	111.1	106.6
O=C1CC(c2cc3ccc4ccccc4c3[nH]c2=O)Nc2ccccc21 (stereo not drawn)	81.1	.	107.6	93.6	89.2	94.5	107.8	86.7	92.5

An excerpt of these results, with values under each structure:
The line under a structure holds: NCI-H460	IGROV1	NCI-H322M	NCI-H23	NCI-H522	KM12	NCI/ADR-RES	COLO 205	NCI-H226
CNC(=O)c1nc(Nc2ccc(NC(=O)Nc3ccc(Cl)c(Cl)c3)cc2)c2ccccc2n1
    102.5	96.0	113.9	94.5	86.0	96.2	86.9	102.3	95.6
CN(C)CCCn1c2c(c3ccccc31)CCCCC2
    101.1	98.0	108.2	98.9	63.2	99.7	98.8	71.7	94.2

Back to the main list, repeating the 2 entries before the break.
SMILES	NCI-H460	IGROV1	NCI-H322M	NCI-H23	NCI-H522	KM12	NCI/ADR-RES	COLO 205	NCI-H226
COc1ccc(/C=N/NC(=O)CSc2nc3ccccc3c(=O)n2Cc2ccc(S(N)(=O)=O)cc2)cc1	101.7	108.4	101.0	105.1	89.8	105.1	110.3	111.1	106.6
O=C1CC(c2cc3ccc4ccccc4c3[nH]c2=O)Nc2ccccc21 (stereo not drawn)	81.1	.	107.6	93.6	89.2	94.5	107.8	86.7	92.5
Cn1cc(-c2nn3cc(-c4nccs4)nc3s2)c2cc(Cl)ccc21	96.5	87.3	94.5	89.8	93.2	95.5	102.0	105.3	95.7
Cc1c(-n2cc(-c3ccccc3)c3c(-n4[nH]c(=O)c(CC(=O)c5ccc(Cl)c(Cl)c5)c4-c4cccc([N+](=O)[O-])c4)ncnc32)c(=O)n(-c2ccccc2)n1C	79.4	43.7	73.6	63.9	44.4	85.1	68.1	103.3	56.5
COc1ccc(C(=O)CSc2nc(Nc3ccc(S(N)(=O)=O)cc3)cc(-c3ccccc3)n2)cc1	73.1	101.9	97.4	96.0	98.4	101.9	99.2	108.1	100.6
Cc1cc(N2CCCC2)nc(Nc2ccc(NC(=O)CCc3ccccc3)cc2)n1	102.0	103.4	97.4	102.8	84.4	88.6	94.9	110.3	.
Cc1nn(-c2ccc([N+](=O)[O-])cc2)c2ncnc(N/N=C/c3ccccc3O)c12	0.7*	9.2*	13.4	15.3	0.6*	22.3	6.3*	1.2*	35.0
Cc1ccc(NC(=O)c2cc(NCc3cc(O)ccc3O)ccc2O)cc1	102.2	97.9	101.2	92.9	-27.5*	91.0	95.8	105.2	95.4
CCCCC(O)(CCCC)C(C)(C)C	97.6	105.0	93.2	99.6	92.4	105.2	111.8	93.7	91.2
Cc1nc2ccccc2n2c(-c3cccc([N+](=O)[O-])c3)nnc12	99.8	91.3	88.6	.	82.6	99.4	93.9	112.5	92.8
C#C[C@]1(CO)O[C@@H](n2cnc3c(N)nc(OC)nc32)C[C@@H]1O	107.0	106.8	97.5	99.2	72.0	104.6	106.2	108.1	94.5
O=c1[nH]c2c(cc1S(=O)(=O)c1ccccc1)CCc1[nH]ncc1-2	109.3	87.6	103.2	98.4	84.0	112.9	98.7	111.7	109.0
CCN(CC)c1ccc(NC(C)=O)c(C)c1	101.2	105.7	119.8	112.7	90.6	116.4	112.7	105.3	105.5
O=C(CSc1nc2sc3c(c2c(=O)n1-c1ccc(Cl)cc1)CCCC3)N/N=C/c1ccc2c(c1)OCO2	91.9	102.5	99.2	90.8	101.7	103.5	104.8	120.4	120.4
C#C[C@]1(O)CC[C@H]2[C@@H]3CC=C4c5nc(N)sc5CC[C@]4(C)[C@H]3CC[C@@]21C	86.9	71.8	79.7	78.0	56.6	44.7	62.1	80.5	83.8
C=Cn1c2ccccc2c2ccccc21	97.1	111.5	120.5	100.1	94.1	109.7	105.3	103.5	96.3
Cc1[nH]c(C(=O)Nc2ccc(C(N)=O)cc2OC2CCCC2)c(Cl)c1Cl	96.6	85.5	113.5	91.3	93.6	89.8	101.2	111.6	87.4

Continued; the last three above are carried over.
SMILES	NCI-H460	IGROV1	NCI-H322M	NCI-H23	NCI-H522	KM12	NCI/ADR-RES	COLO 205	NCI-H226
C#C[C@]1(O)CC[C@H]2[C@@H]3CC=C4c5nc(N)sc5CC[C@]4(C)[C@H]3CC[C@@]21C	86.9	71.8	79.7	78.0	56.6	44.7	62.1	80.5	83.8
C=Cn1c2ccccc2c2ccccc21	97.1	111.5	120.5	100.1	94.1	109.7	105.3	103.5	96.3
Cc1[nH]c(C(=O)Nc2ccc(C(N)=O)cc2OC2CCCC2)c(Cl)c1Cl	96.6	85.5	113.5	91.3	93.6	89.8	101.2	111.6	87.4
O=C(CN1CCCCC1)Nc1ccc2oc(=O)ccc2c1	103.7	101.6	104.6	97.5	84.6	104.2	107.0	119.3	95.8
Cc1ccccc1NC(=O)CN1CCc2nc3sc(C(=O)Nc4ccccc4C)c(N)c3cc2C1	109.7[8 µM]	94.5[8 µM]	91.3[8 µM]	91.4[8 µM]	86.6[8 µM]	98.4[8 µM]	101.7[8 µM]	100.1[8 µM]	95.5[8 µM]
O=C1c2ccccc2C(=O)c2c(Cl)ccc(O)c21	98.8	94.1	88.6	96.6	70.9	92.2	96.3	87.7	88.1
CC(C)C1=CCC(NC(=O)Nc2ccc(N=Cc3ccccc3O)cc2)C=C1 (stereo not drawn)	98.1	84.0	74.1	95.5	91.6	94.1	95.0	111.1	122.0
COc1ccc(N2N=C(c3ccc4c(c3)OCO4)CC2c2cccc(NC(=O)CCCNS(=O)(=O)c3ccc(OC)cc3)c2)cc1 (stereo not drawn)	86.5	103.5	92.1	102.8	83.0	96.3	99.5	111.2	97.6
NC(=S)N/N=C\Cn1cc([N+](=O)[O-])c(=O)[nH]c1=O	116.3	105.7	112.2	97.0	107.5	114.4	109.6	93.4	95.6
O=C(CI)Nc1ccc(O)c2ccccc12	32.5	-15.5*	104.1	-7.5*	-79.4*	64.8	-15.1*	-85.6*	-13.1*
N#Cc1c(-c2ccc(Cl)cc2Cl)c(C#N)c(=O)n(-c2ccccn2)c1N	99.1	94.2	94.6	97.5	87.5	95.0	101.3	103.5	93.5
COc1ccc(-n2c(SCc3n[nH]c(=S)n3C(=O)c3ccc(Br)cc3)nc3cc(OC)c(OC)cc3c2=O)cc1	104.8	97.3	98.2	100.5	94.5	100.9	97.3	115.1	102.9
CCCN(CCC)CCCNC(=O)c1cc2c(-c3ccc(OC)c(OC)c3)nn(C)c2s1	8.5*	35.5	22.0	11.6	-17.0*	6.6*	-8.5*	90.1	37.5
COc1ccc(OC)c(/C=C2\COc3ccc(O)c(O)c3C2=O)c1	4.5*	5.8*	54.3	48.9	-33.4*	16.4	14.1	95.3	85.2
O=C(CCCCl)NCCNc1nccc(Nc2ccc(S(=O)(=O)Nc3ccccn3)cc2)n1	106.6	108.2	103.1	101.2	82.2	105.7	109.9	111.8	107.7
O=c1c2cc(C(F)(F)F)ccc2sc2c(NCCCNCCO)nc3ccccc3c12	-82.3*	15.0	58.5	45.0	-22.2*	-67.8*	1.7*	-53.2*	75.7
CCCCCCCCCCCCOC(=O)CCCCC	110.2	110.0	101.8	104.3	80.6	107.4	105.0	111.8	101.4
COCCCNc1nc(NC(=O)c2cc(OC)cc(OC)c2)cc(-c2cccnc2)n1	95.2	101.9	92.8	98.6	76.5	102.7	83.5	109.0	96.5
Nc1cccc(-c2nc3sccn3c2-c2ccnc(NCCNS(=O)(=O)c3ccc(F)cc3)n2)c1	83.1	78.1	94.8	91.9	85.2	73.1	93.3	86.4	87.8
CC(/C=C\c1ccc(O)cc1)=N\Nc1ccccc1	98.4	79.3	47.6	92.7	.	38.9	64.6	106.0	113.5
O=C(CN1CCOCC1)Nc1ccc2ncnc(Nc3ccc(Oc4cccc(F)c4)c(Cl)c3)c2c1	80.2	19.9	20.1	96.7	20.7	90.1	60.0	91.7	89.8
CC(CC(=O)c1ccccc1)N1CCCC1 (stereo not drawn)	106.5	101.6	97.7	100.5	79.3	94.3	101.8	117.4	100.7
CC(C)S(=O)(=O)C(c1ccccc1)c1ccccc1	107.0	101.5	83.1	101.5	109.0	.	97.8	101.6	97.9
Cc1ccc(C(=O)n2cc(C=O)c3ccccc32)cc1	108.4	94.9	92.2	98.1	97.8	96.8	92.6	115.7	98.4
CS(=O)(=O)c1nccc2ccccc12	106.2	112.4	107.6	99.2	69.6	113.4	108.6	102.8	96.5
CCCn1cnc2c(c1=N)C(c1ccc(O)cc1)c1sc3c(F)cccc3c1O2 (stereo not drawn)	99.4	87.5	94.5	88.7	82.7	93.5	94.5	110.1	103.2
COC(=O)c1c(C)nc(Nc2nc3ccccc3s2)nc1-c1ccc(Cl)cc1Cl	106.4	123.8	106.2	103.0	96.1	103.2	104.2	110.4	102.4
COC(=O)[C@@H]1CC[C@]2(C)[C@H](CC[C@@H]3O[C@@]32C)[C@@]1(C)CC(=O)c1ccoc1	101.1	104.7	101.9	98.5	80.4	108.0	103.1	113.2	91.8
CCCCCCCCCCSC(=N)N	23.8	46.1	88.7	87.4	45.6	23.2	69.3	-84.0*	99.7
CC1=C2C(=C[C@@](C)(CO)[C@@H]2O)/C(=N\N)[C@](C)(O)C12CC2	-6.5*	-11.3*	-11.9*	-77.8*	-62.4*	7.9*	-43.2*	-79.4*	-41.2*
CC(=O)n1nc(C(=O)OC(C)C)c2cc(C)c(C)cc21	98.7	105.8	101.2	95.2	88.8	104.5	100.6	102.0	96.4
CC(C)(C)OC(=O)N1CCc2c(sc3ncnc(N/N=C/c4cccc5ccccc45)c23)C1	5.0*	26.9	.	12.9	16.0	23.4	8.8*	13.8	31.0
CN(CCC#N)c1ccc(/C=C(\C#N)c2ccc(Br)cc2)cc1	70.3	82.7	100.5	69.1	66.6	39.9	38.7	62.3	100.5
COc1ccc(/C(C)=C(\c2ccc(Cl)cc2)c2ccc(OCCN3CCCCC3)cc2)cc1	24.6	64.5	68.8	57.9	78.3	25.7	76.8	-4.9*	89.4
CC(=O)OCC(=O)NCCCOc1cccc(CN2CCCCC2)c1	106.8	108.7	98.8	.	99.1	101.0	105.4	112.4	106.5
Cc1cccc(Nc2ncnc3oc(C)c(C(=O)NCCN4CCOCC4)c23)c1	104.9	.	101.2	92.5	89.9	94.6	94.7	101.5	94.9
CC(=O)OCC1OC(OC(C)=O)C(NC(=O)NS(=O)(=O)c2ccc(F)cc2)C(OC(C)=O)C1OC(C)=O (stereo not drawn)	101.8	99.4	100.6	101.6	.	103.6	105.9	114.4	.
Cc1ccc(Cl)cc1NC(=O)N(C)CCOC(=O)Nc1cccc(Cl)c1	106.1&99.9	108.1&105.9	102.4&93.4	97.2&94.4	107.6	92.4&102.1	105.5&87.9	102.4&119.1	92.0&82.2
C=C1CCC2C3(C)COC(c4ccccc4F)OC3CCC2(C)C1C/C=C1/C(=O)OCC1O (stereo not drawn)	-14.6*	-45.8*	14.5	-38.8*	-72.5*	-82.3*	-23.0*	-56.3*	-25.6*
C[C@]1(CCO)C[C@@H]1c1ccc2ccccc2c1	105.0	.	107.8	95.4	87.6	100.1	103.6	105.2	94.8

Compound activity deposited in PubChem by NCI.
